CXCR6 block = inhibitors of human CXCR6 receptor | O00574 | CHO-K1 PathHunter CXCR6 beta-arrestin, luminescence | inhibition, % at 20 µM | 0.36% of 360,000 active; in the data active means inhibition above about 34%, passing the limit was not always enough;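 further: antagonist mode with CXCL16 agonist at 10 nM final; 0% = 10 nM CXCL16 with DMSO and 100% = unstimulated wells without agonist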
Target sequence (O00574 whole entry, looked up): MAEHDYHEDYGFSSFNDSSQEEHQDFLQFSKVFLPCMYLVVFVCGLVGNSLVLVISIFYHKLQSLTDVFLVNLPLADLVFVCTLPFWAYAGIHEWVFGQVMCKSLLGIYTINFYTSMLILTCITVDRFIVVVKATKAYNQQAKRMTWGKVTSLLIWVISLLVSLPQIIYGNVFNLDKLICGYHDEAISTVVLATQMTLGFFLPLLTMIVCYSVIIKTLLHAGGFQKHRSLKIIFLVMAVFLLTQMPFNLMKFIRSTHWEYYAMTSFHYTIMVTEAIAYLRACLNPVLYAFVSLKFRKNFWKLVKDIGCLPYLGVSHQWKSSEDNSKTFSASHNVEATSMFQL
MPTP block = blocks calcium-induced mitochondrial swelling | isolated mouse mitochondria, Ca2+ swelling absorbance, 30 min | inhibition, % at 10 µM | 1.4% of 360,000 active;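 active means inhibition of 50% or more, scaled per plate between neutral and stimulator controls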;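 further: 0% = DMSO wells given calcium and 100% = 1 mM EGTA wells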
EBI2 block = EBI2 (human) antagonism. P32249. EBI2 beta-arrestin recruitment, luminescence, 7a,25-OHC stimulated. inhibition, % at 5 µM. 0.81% of 360,000 active. AID 651636; in the data active means inhibition above about 38%;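 further: enzyme fragment complementation signal reports receptor beta-arrestin coupling in cells; 0% = agonist plus DMSO wells and 100% = wells without agonist; some results beyond the cut were filed as inactive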
Target sequence (P32249 whole entry, looked up, the tested form may be a part): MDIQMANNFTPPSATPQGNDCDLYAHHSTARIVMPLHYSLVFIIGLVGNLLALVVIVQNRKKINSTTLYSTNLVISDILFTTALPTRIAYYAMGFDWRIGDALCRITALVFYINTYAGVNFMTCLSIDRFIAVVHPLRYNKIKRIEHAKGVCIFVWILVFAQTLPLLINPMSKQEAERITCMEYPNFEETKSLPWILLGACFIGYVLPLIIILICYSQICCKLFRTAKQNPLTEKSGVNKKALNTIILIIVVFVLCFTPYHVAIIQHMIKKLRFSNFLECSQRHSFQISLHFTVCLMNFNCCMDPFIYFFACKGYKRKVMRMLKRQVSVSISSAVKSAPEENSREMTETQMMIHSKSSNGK
* marks the source's active call; other numbers are inactive results. The list is partial (hit frequency here may not be typical).

SMILES	CXCR6 block	EBI2 block	MPTP block
Brc1ccc(-c2nc3ccc(Br)cn3c2Cc2ccccc2)cc1	17	32	1.5
COc1cc(Cl)ccc1OC1(C)CCN(Cc2ccc3ccccc3c2)C1 (stereo not drawn)	-5	0	4.1
CCCS(=O)(=O)NC(=O)C1(C)CCN(C(=O)c2ccc(C(=O)OC)cc2)C1 (stereo not drawn)	-4	-15	0.0
CC1(C(=O)Nc2ccc3[nH]ncc3c2)CCN1C(=O)C1(c2ccccc2)CC1 (stereo not drawn)	2	9	0.6
O=C(NCCC1=CCCCC1)c1[nH]c(C(F)(F)F)nc1-c1ccccc1	0	-3	12
COCCNc1nc(NCCNC(C)=O)c2sc(-c3ccccc3)cc2n1	-2	-4	-2.3
CCOC1=C2[C@@H](CN(S(=O)(=O)c3ccccc3)[C@H]2c2ccccc2)[C@H]2C(=O)N(c3ccccc3)C(=O)[C@H]2C1	3	-2	0.7
C=CCN1C(c2cccc(C(F)(F)F)c2)=CS/C1=C(\C#N)c1nnc(N2CCOCC2)n1-c1ccccc1	-4	10	4.4
COc1ccc(CN(C)C(=O)C(Cc2ccccc2)NC(=O)c2ccccc2)c(OC)c1OC (stereo not drawn)	7	4	-0.5
C=CCNC(=O)c1cc2cc(Cl)ccc2nc1N	-15	-6	-0.2
CN1CCN(C(=O)c2ccc(Cc3cn(C)c4ccccc34)nc2)CC1	5	-10	-0.8
C[C@H](CO)N1C[C@H](C)[C@@H](CN(C)S(=O)(=O)c2ccc3ccccc3c2)OCc2cn(nn2)CCCC1=O	-6	-8	-0.3
CCOC(=O)c1ccc(NC(=O)NC2=NCCS2)cc1	-8	0	-1.3
COc1ccc2oc3c(ccc[n+]3C)c(=O)c2c1	4	2	0.5
COc1c(C)cc(C(O)c2ncc(-c3ccccc3Cl)[nH]2)cc1C (stereo not drawn)	-2	5	3.2
O=C(Nc1c(-c2ccc3c(c2)OCO3)[nH][nH]c1=O)c1cccc(C(F)(F)F)c1	-1	3	-1.3
CC(C)c1ccc(CC(=O)N2CCC2(C)C(=O)NS(=O)(=O)c2cccc(C#N)c2)cc1 (stereo not drawn)	-6	-3	1.3
CCCCN1C(=O)C(CC(=O)NC2CCCC2)CC(C(=O)N(C(C)C)C(C)C)=C1C (stereo not drawn)	0	-4	-1.8
COCCNC(=O)C1(C)CCCN(Cc2ccc(Cl)nc2)C1 (stereo not drawn)	8	-4	-1.4
Cc1ccc(NC(=O)Cn2sc3ccccc3c2=O)cc1	-9	15	14
C[C@H](CO)N1C[C@H](C)[C@@H](CN(C)Cc2ccccn2)Oc2ncc(-c3ccccc3)cc2C1=O	2	-7	0.5
O=C(COC(=O)/C=C/c1ccccc1)NCc1ccco1	0	2	-1.3
Cc1ccc(C(=O)N2CCCC2(C)C(=O)NCC(C)C)cc1F (stereo not drawn)	6	-2	-0.5
O=C(/C=C/[C@H]1O[C@@H](n2ccc(=O)[nH]c2=O)[C@H](O)[C@@H]1O)NCc1ccc2c(c1)OCO2	-4	0	-3.1
CCOC(=O)[C@]12CCCC=C1N(Cc1ccco1)C(=O)[C@H](CC(=O)NCC13CC4CC(CC(C4)C1)C3)C2	10	6	-0.2
CCc1nc2c(OCc3ccc(F)cc3)cccn2c1N(C)C(=O)COc1ccccc1	2	10	0.3
COc1ccc(S(=O)(=O)N(C)C[C@H]2OCCCC[C@H](C)Oc3ccc(NC(=O)Nc4ccc(F)cc4)cc3C(=O)N([C@H](C)CO)C[C@H]2C)cc1	-17	18	-1.9
COc1ccccc1C=C1CCc2ccccc2C1=O	11	-47	2.0
CCc1nc2ccc(C(=O)NCc3cccs3)cn2c1N(CC)CCOC	-2	2	-1.3
CCOC1=C2CN(S(=O)(=O)c3ccc(C)cc3)[C@@H](c3cccs3)C[C@H]2[C@H]2C(=O)N(c3ccccc3)C(=O)[C@H]2C1	1	0	1.1
CCOC(=O)c1ccc(NC(=O)Nc2nncs2)cc1	-6	-17	8.5
Cn1c(=O)c2cc(NC(=S)NCc3ccccc3F)ccc2n1Cc1ccc(F)cc1	-1	-6	2.7
CC1(C(=O)NCCC#N)CCN1C(=O)c1ccccc1CCc1ccccc1 (stereo not drawn)	1	5	-0.8
CCCCn1nnnc1C(c1ccccc1)N1CCN(CCN2CCOCC2)CC1 (stereo not drawn)	-6	0	-0.5
O=C(Nc1cccc2cccnc12)c1ccc2sc([C@@H]3O[C@H](CO)[C@H](O)[C@H](O)[C@H]3O)nc2c1	8	-7	-1.8
CN(C)CCNc1nc(-c2ccccc2CO)c2sccc2n1	3	-10	-0.2
CCn1cc(CN2CCCC(C(=O)Nc3cccc(-n4cccn4)c3)C2)cn1 (stereo not drawn)	0	-12	0.6
CCNC(=O)C1(C)CCCN(C(=O)c2cccnc2Oc2ccccc2)C1 (stereo not drawn)	-2	5	-0.8
COc1cccc(C(C)(O)c2nc(-c3cccc(F)c3)cs2)c1 (stereo not drawn)	-7	5	4.9
Cc1cc(C)cc(C(O)c2ncc(-c3ccccc3)[nH]2)c1 (stereo not drawn)	-4	3	-0.2
COc1cccc(-c2cc(NC(C)=O)c3ncc(-c4ccc(OC)c(OC)c4)n3c2)c1	9	10	0.1
CC(C)NC(=O)c1csc([C@@H]2O[C@H](CO)[C@H](O)[C@H](O)[C@H]2O)n1	-3	-4	0.6
CCN(CC)C(=O)C1=C(C)N(Cc2ccc(C(C)(C)C)cc2)C(=O)C(CC(=O)NCCCCc2ccccc2)C1 (stereo not drawn)	12	23	-1.0
CCNC(=O)C1(C)CCCN(Cc2cccc3ccccc23)C1 (stereo not drawn)	4	2	-1.3
Nc1ccc2c(Cl)cc(Cl)cc2c1	-20	-25	0.7
Cc1ccc(F)cc1C(=O)N1CCCCC1c1cc(C(=O)NCc2ccccc2)no1 (stereo not drawn)	3	-1	0.2
CCOc1ccc2nc(S(=O)(=O)NC(=O)C3(C)CCN3C(=O)c3cc(C)n(C)n3)sc2c1 (stereo not drawn)	-3	-2	-1.0
C[C@H](CO)N1C[C@H](C)[C@@H](CN(C)C(=O)CC2CC2)Oc2cc(Br)ccc2S1(=O)=O	-1	-4	-1.7
CCOC(=O)N1CCN(C(=O)C[C@@H]2C[C@@]3(C(=O)OCC)CCC=C3N(Cc3ccc(Cl)cc3Cl)C2=O)CC1	9	0	0.3
Cn1nc(C(C)(C)C)cc1NC(=O)C1(C)CCN1C(=O)Cc1ccc(-c2ccccc2)cc1 (stereo not drawn)	-9	-1	0.7
COc1cc(C(=O)NCC(c2cccs2)N2CCOCC2)ccc1OCc1ccccc1 (stereo not drawn)	5	8	-0.9
CC(=O)NCC1(c2ccccc2)CCN(CC2COc3ccccc3O2)CC1 (stereo not drawn)	3	-11	-1.2
Cc1cc(F)ccc1C(O)c1ncc(-c2ccc3ccccc3c2)[nH]1 (stereo not drawn)	1	-1	3.5
COc1ccc(CN(C)C(=O)[C@H]2O[C@@H](n3ccc(N)nc3=O)[C@H](O)[C@@H]2O)cc1OC	-6	-12	-3.1
O=c1c2c([nH]n1-c1ccccc1)C[C@@H](C1CCCCC1)O[C@H]2c1ccc(F)cc1	-2	4	1.9
C[C@@H]1CN([C@H](C)CO)C(=O)c2cc(Br)cnc2O[C@H]1CN(C)C(=O)Nc1ccccc1F	2	-5	-0.6
O=C(CCNC(=O)c1ccc([N+](=O)[O-])cc1)Nc1cc(C(F)(F)F)ccc1N1CCOCC1	-2	9	-1.0
CC(C(=O)N1CCCCC1)N(C)CC(=O)Nc1ccc(F)c(F)c1F (stereo not drawn)	0	-2	-0.1
Cc1cc2nc(-c3cccc(Cl)c3)c(CC(C)(C)C)n2c(C)c1Br	-2	-14	2.6
CCCCCCCCN1C(=O)[C@H](CC(=O)NCCCOCCCC)C[C@@]2(C(=O)OCC)CCCC=C12	13	12	-1.9

(next part)
SMILES	CXCR6 block	EBI2 block	MPTP block
COc1cccc(NC(=O)N(C)C[C@@H]2Oc3cc(Br)ccc3S(=O)(=O)N([C@@H](C)CO)C[C@H]2C)c1	6	-5	-1.5
NC(=O)CSc1nnc(-c2ccco2)n1-c1ccc(F)cc1	-2	-5	-2.3
Cc1ccccc1-c1cc2nc(Oc3cccc(F)c3)n(C)c(=O)c2s1	0	32	0.0
COc1cccc(CNC(=S)Nc2ccc3c(c2)c(=O)n(C)n3Cc2ccc(F)cc2)c1	-6	-15	-0.1
CCOC(=O)C1(Cc2ccccc2C)CCCN(C(=O)c2ccc(C(C)=O)s2)C1 (stereo not drawn)	4	-2	-0.8
S=c1[nH]c2nc(Cl)c(Cl)nc2[nH]1	12	-18	-1.5
CN(C(=O)COC(=O)c1cc([N+](=O)[O-])ccc1N1CCOCC1)C1CCCCC1	-2	-3	-0.7
O=C(NC1CCCc2c1cnn2-c1ccccc1F)c1ccncc1 (stereo not drawn)	-11	-5	14
Cc1ccc(S(=O)(=O)N2C[C@@H](C)[C@]3(C2)[C@H](O)[C@H](OC(=O)NC2CCCC2)C[C@H]2C(=O)N(c4ccccc4)C(=O)[C@H]23)cc1	-1	-1	-0.2
C[C@@H]1CN([C@H](C)CO)C(=O)CCCn2nncc2CO[C@H]1CN(C)C(=O)C1CC1	-7	-8	-0.2
CCOc1ccccc1N(CC(=O)NCCc1ccc(OC)cc1)S(=O)(=O)c1ccc(C)cc1	18	13	1.0
COc1cccc(NC(=O)C2(C)CCN2C(=O)CC2CC2)c1 (stereo not drawn)	2	-3	0.2
CC1(C(=O)Nc2ccc3c(c2)OCO3)CCN1C(=O)c1ccccc1 (stereo not drawn)	-4	-4	0.5
CC1NC(=O)c2cc3ccccc3cc2-n2c1nc1ccccc1c2=O (stereo not drawn)	-6	3	1.9
CS(=O)(=O)N1CCCCC1c1cc(C(=O)Nc2cccc(C#N)c2)no1 (stereo not drawn)	-6	1	0.6
CCC(CC)C(=O)N(C)c1c(C)nc2c(OCc3ccccc3C)cccn12	1	-1	-0.9
COC(=O)CCCn1cc(CN(C)C2CN(Cc3cn(CCCC(=O)OC)nn3)S(=O)(=O)C2)nn1 (stereo not drawn)	-8	-10	-1.6
Cc1ccc([C@H]2C[C@@H](n3cc(COC(=O)c4ccccc4)nn3)[C@H](O)CN2CC2CCCCC2)cc1	22	2	-0.2
N#CCSc1ccccc1NC(=O)COC(=O)C1CCN(C(=O)c2ccc(Cl)cc2)CC1	2	-6	1.0
CC(=O)N1CCOc2ccc(S(=O)(=O)NC[C@H]3O[C@@H](n4ccc(N)nc4=O)[C@H](O)[C@@H]3O)cc21	1	2	-1.1
OC[C@@H]1CN(Cc2ccc(F)cc2)C[C@H](n2cnc3c(Nc4ccccc4)ncnc32)O1	-3	8	-0.7
COc1ccc(C(C)=O)cc1Cn1c(C)c(C(=O)NCc2cccc(Cl)c2)sc1=O	9	8	-1.5
COCOCCn1cc(CN2CCS(=O)(=O)N(Cc3ccc(-c4ccc(OC)cc4)cc3)C(C(C)C)C2=O)nn1 (stereo not drawn)	6	8	0.5
CN1CCN(C(=O)C(=O)c2cn(CC(=O)N3CCOCC3)c3ccccc23)CC1	3	-3	-1.6
O=C(NCCCCO)c1c(-c2ccccc2)oc2c1C(OCCCCCO)CCC2 (stereo not drawn)	-1	-6	-0.1
CCN(C)C1CN(Cc2cn(CCCOC)nn2)S(=O)(=O)C1 (stereo not drawn)	0	-10	-2.7
O=C(O)c1ccc(CSCc2ccccc2)o1	3	-1	-0.1
COc1ccc(S(=O)(=O)N2CCC[C@H]2C(=O)N2CCC[C@H]2C(=O)NCc2ccc(F)cc2F)cc1C	3	-4	0.7
CSc1ncnc2c1ncn2CCCNCCc1ccccn1	2	-4	-1.9
O=C(O)c1ccc(S(=O)(=O)N2CCCCCCC2)cc1	-2	2	-2.3
COc1cccc(NC(=O)CCC2CCN(C(=O)C(OC)c3ccccc3)CC2)c1 (stereo not drawn)	-2	-2	0.9
Cc1ccc(C)c(C(=O)OCC(=O)NC(=O)NCc2ccccc2)c1	2	3	-1.3
CCC(c1nnnn1-c1ccc2c(c1)OCCO2)N1CCN(c2ccc(F)cc2)CC1 (stereo not drawn)	0	16	0.2
CCOC(=O)C(=C1Nc2ccccc2N1)n1c(-c2cccnc2)nc2ccccc21	-7	-16	-0.2

Screening data: PubChem BioAssay, Sanford-Burnham Center for Chemical Genomics
